# ATXN viability = Viability Counterscreen for Primary qHTS for Inhibitors of ATXN expression; S2 cells (HEK-293 line with an ATXN2-luciferase reporter) viability, CellTiter-Fluor protease fluorescence, 24 h; Potency, µM (series often up to 56.7 µM), usual class: cytotoxic; 400,000 tested, 0.49% active; AID 651635, 2014; note: potency is the fitted concentration of half-maximal effect; nearly all actives have a fitted effect of over 40% in size
# HepG2 tox = qHTS for Inhibitors of TGF-b: Cytotox Counterscreen | HepG2 CAGA-GFP viability, ATP luminescence, 18 h | Potency, µM (series often up to 46.1 µM), without a hit: top-dose activity change, negative = cytotoxicity, actives largely listed as cytotoxic | 410,000 tested, 0.76% active | AID 588856, 2011; note: potency is the fitted concentration of half-maximal effect; some results filed as inactive show a strong effect at the top dose
#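 HepG2 CAGA-GFP cells (1000/well, DMEM with 1% FBS) received compound, then TGF-beta at 500 pg/mL final, and were incubated 18 hours at 37 degrees C. Viability was read by CellTiter-Glo luminescence. Media-only wells were set as complete cell-killing and DMSO as no toxicity.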
# Nrf2 activator = qHTS of Nrf2 Activators | AID 624171, 2012 | Potency, µM (highest dose often 46.1 µM), without a hit: top-dose activation, hits mostly activators | AREc32 ARE-luciferase reporter (MCF7-derived line), luminescence, 24 h | 410,000 tested, 0.31% active; note: potency is the fitted concentration of half-maximal effect; % of control where 0% means no effect; nearly all actives have a fitted effect of over 65% in size
#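 For detection, Steady-Glo was added and plates sat 30 min at RT; before that, AREc32_Fluc cells grown overnight in OPTI-MEM/5% FBS had been treated with 23 nL compound for 24 hr at 37 deg C.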
# ATXN2 expr inh = Primary qHTS for Inhibitors of ATXN expression; HEK-293 ATXN2-luciferase reporter, luminescence, 24 h; Potency, µM (top dose mostly 57 µM), without a hit: at the highest dose activity change, negative = inhibition, actives largely listed as inhibitors; 360,000 tested, 0.72% active; note: potency is the fitted concentration of half-maximal effect; % is set by controls: 0 for no effect and ±100 for the full control effect; nearly all actives have a fitted effect of over 55% in size
#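 ATXN2-luciferase reporter cells (luciferase flanked by upstream and downstream ATXN2 gene portions) were treated 24 h at 37 °C with compounds at up to 57 uM. SteadyGlo luminescence gave expression; GF-AFC fluorescence gave viability.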
# Nrf2 block = Nrf2 qHTS screen for inhibitors | A549 ARE-Fluc reporter, luciferase luminescence, 18-24 h | Potency, µM (highest dose often 46 µM), inactives show at the top dose activity change, negative = inhibition, most hits filed as inhibitors | 360,000 tested, 2.1% active; note: potency is the fitted concentration of half-maximal effect; % is set by controls: 0 for no effect and ±100 for the full control effect; nearly all actives have a fitted effect of over 60% in size
#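 Quantitative HTS in A549 cells stably bearing an antioxidant response element-firefly luciferase construct. Inhibition of Nrf2-driven transcription was scored by luminescence after 18-24 h of compound exposure at 37 °C.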
# MCF10A rerep = A quantitative high throughput screen for small molecules that induce DNA re-replication in MCF 10a normal breast cells; MCF 10A DNA re-replication, Hoechst nuclear intensity, 48 h; Potency, µM (series often up to 46.1 µM), without a hit: top-dose activity, positive = re-replication, actives largely listed as activators; 350,000 tested, 2.9% active; AID 624296, 2012; note: potency is the fitted concentration of half-maximal effect; % of control where 0% means no effect; nearly all actives have a fitted effect of over 50% in size
# A549 tox = Nrf2 qHTS screen for inhibitors: counterscreen for cytotoxicity. AID 504648, 2011. Potency, µM (titrated, usually from 46 µM), without a hit: at the highest dose activity change, negative = cytotoxicity, most hits filed as inhibitors. 390,000 tested, 0.16% active. A549 ARE-Fluc cells, CellTiter-Fluor viability, 18-24 h; note: potency is the fitted concentration of half-maximal effect; % is set by controls: 0 for no effect and ±100 for the full control effect
#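 A549 ARE-Fluc cells in 5% FBS OPTI-MEM, 5000 cells/well, rested 2 h then exposed to compounds in concentration-response for 18-24 h at 37 °C. Viability by CellTiter-Fluor fluorescence (Ex 405/Em 525) after 30 min; luciferase luminescence (BugLite, 15 min, RT) read afterwards.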
# IL-1B inflam inh = qHTS for Inhibitors of Inflammasome Signaling: IL-1-beta AlphaLISA Primary Screen; THP-1 LPS/ATP IL-1B secretion, AlphaLISA, 16 h; active compounds read low; activity change, % at 57.5 µM; 360,000 tested, 4.7% active; AID 743279, 2014; in the data active = activity change below about -50%; inconclusive = mostly about -30% to -49%; note: % is set by controls: 0 for no effect and ±100 for the full control effect
#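 Secreted IL-1B measured by AlphaLISA bead assay after 16 h compound exposure of THP-1 cells; compounds (final up to 57.5 uM) added 1 h before LPS (250 ng/mL) and ATP (1.25 mM) stimulation; lower signal means less secretion.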
# TGFb inhibitor = qHTS for Inhibitors of TGF-b; Potency, µM (series often up to 46.1 µM), for the others: at the highest dose activity, negative = inhibition, most hits filed as inhibitors; 410,000 tested, 1.2% active; HepG2 CAGA-GFP TGF-b/SMAD3 reporter, GFP fluorescence, 18 h; TGF-beta stimulated, 500 pg/mL final; note: potency is the fitted concentration of half-maximal effect; % is set by controls: 0 for no effect and ±100 for the full control effect; nearly all actives have a fitted effect of over 65% in size
#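 Smad-responsive CAGA-GFP expression was quantified in HEPG2 cells exposed to compounds and 500 pg/mL final TGF-beta for 18 h at 37 degrees C; unstimulated wells defined full inhibition.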
# * hit, by the source's call; i = inactive; ? = inconclusive; / = not tested or not shown; & = joins results of further samples; [ ] = remark or other dose. Unless noted, calls come from the whole dose curve; as a rule, active = well fitted curve in the direction sought with a large enough effect; inconclusive = small, poorly fitted or top-dose-only effect, or another doubt; inactive = no such curve, though single readings can be large; an effect the other way counts as inactive or inconclusive.
Compound	ATXN viability	HepG2 tox	Nrf2 activator	ATXN2 expr inh	Nrf2 block	MCF10A rerep	A549 tox	IL-1B inflam inh	TGFb inhibitor
CC(=O)N1c2ccc(S(=O)(=O)NCCc3cccc(C)c3)cc2CC1C (stereo not given)	i	-24%	4.4%	-11%	13µM*	/	-1%	/	-28%
N#CCC(=O)Nc1ccc(C(=O)OCC(=O)c2ccc3c(c2)OCO3)cc1	i	-2%	0.4%	9%	3%	7%	7%	?	0%
CCOc1ccc(NC(=O)NC2CCCc3ccccc32)cc1 (stereo not given)	i	4%	-0.7%	-4%	8%	-4%	0%	32	12%
CCc1ccc(OCCNC(=O)c2ccccc2SCc2ccc(F)cc2)cc1	i	-6%	0.2%	-15%	?	?	24%	13	?
CCN1CCN(CC(O)COCC2COc3ccccc3O2)CC1 (stereo not given)	i	1%	0.0%	-13%	0%	-10%	4%	23	-2%
CCN1C[C@@H]2[C@@H]3C(=O)N(C)C(=O)[C@@H]3[C@](CC)(C1=O)N2C(=O)c1ccc(C(F)(F)F)cc1	i	5%	0.2%	9%	5%	0%	9%	-4	?
COc1ccc(CNC(=O)CN(c2ccc(C)cc2)S(=O)(=O)c2c(C)noc2C)cc1	i	-2%&1%	-0.9%&-0.1%	3%&2%	-8%&-4%	7%	-1%&2%	43	6%&-3%
CC(=O)CC(=O)Nc1ccccc1NC(C)=O	i	-29%	-0.3%	-12%	19%	1%	9%	-8	-5%
Cc1cn(CC(=O)c2ccccc2)c2ccccc12	i	-47%	-0.2%	-4%	11%	?	15%	5	?
NC(=O)CC(NC(=O)c1ccccc1)c1ccc(N2CCCCCC2)c([N+](=O)[O-])c1 (stereo not given)	i	6%	-0.6%	-15%	?	-5%	-13%	12	-21%
Cc1nn2c3ccccc3nc2n(C)c1=O	i	-3%	0.3%	2%	-12%	-1%	-2%	17	-2%
CCOC(=O)c1c(NC(=O)CSc2nnc(-c3ccc(Cl)cc3)o2)sc2c1CCC2	i	-4%	3.9%	1%	2%	-3%	-3%	-5	-3%
C=CCn1c(SCC(=O)NC2CCCCC2)nnc1-c1ccccn1	?	-1%	-0.1%	-1%	-10%	6%	-1%	-9	5%
CCCCCN(C(=O)CCC(=O)OCc1ccccc1C(F)(F)F)c1c(N)n(CCCC)c(=O)[nH]c1=O	i	4%	-0.4%	-8%	-25%	-5%	-2%	?	0%
CC(/C=N\NC(=O)c1cc(C)oc1C)=C\c1ccccc1	i	-18%	3.4%	15%	?	12%	4%	0	2%
O=C(c1cc(COc2ccc(F)c(F)c2)on1)N1CCN(C2CCCCC2)C(=O)C1	i	-13%	5.2%	/	1%	3%	-4%	5	?
NS(=O)(=O)c1ccc(CCNc2cc(=O)n(Cc3ccc(F)cc3)c(=O)[nH]2)cc1	i	1%	-0.3%	-12%	/	-1%	0%	-4	55%[activator]
O=C(c1ccccc1[N+](=O)[O-])N1CCCC(C(=O)N2CCCCCC2)C1 (stereo not given)	i	-4%	-0.8%	10%	7%	0%	-4%	24	8%
CN(C)CCNC(=O)c1onc(CSc2ccc(F)cc2)c1C(=O)NCCN(C)C	i	-10%	-0.3%	-17%	10%	-14%	?	-6	5%
CC(C)N1CCC2(CC1)N=C(c1ccc3c(c1)OCO3)CC(c1cc(Cl)ccc1O)N2 (stereo not given)	?	11µM*	?	?	/	5.8µM*	15%	-117*	?

Compound	ATXN viability	HepG2 tox	Nrf2 activator	ATXN2 expr inh	Nrf2 block	MCF10A rerep	A549 tox	IL-1B inflam inh	TGFb inhibitor
CCOc1ccc(NC(=S)N2CCC(NC(=O)C3CCCCC3)CC2)cc1	i	0%	0.1%	-3%	0%	0%	12%	-1	-8%
CCCCN(C(=O)CCC(=O)Nc1cc(C)on1)C(C(=O)NC(C)(C)CC)c1cccc(OC)c1OC (stereo not given)	?	-16%	0.4%	-26%	?	1%	-13%	-21	-17%
O=C(Cn1c(NCCCO)nc2ccccc21)c1cccc(Br)c1	i	-10%	3.0%	-26%	13%	8%	11%	-10	?
COc1ccccc1C(c1nnnn1CCc1ccccc1)N1CCN(c2ccccc2)CC1 (stereo not given)	i	-10%	-0.3%	-16%	?	6%	-13%	-6	1%
O=C(NC1CC1)C1CCN(C2CCN(C(=O)CCOc3ccccc3)CC2)CC1	i	6%	-0.4%	-14%	21%	10%	8%	-18	-8%
CCOC(=O)C1(Cc2cccc(Cl)c2)CCCN(C(=O)c2cc(C(C)C)nn2C)C1 (stereo not given)	i	-23%	2.7%	0%	-10%	?	-2%	?	-15%
Cc1cccc(N2CCN(C(=O)c3c(C)oc4ncnc(N5CCCCC5)c34)CC2)c1C	?	-17%	-1.4%	?	-34%	/	-13%	/	-2%
O=C(Nc1nnc(-c2cccnc2)s1)c1cccs1	i	30%	0.9%	/	?	-3%	7%	-20	10%
Cn1c(CSCCOc2ccccc2)n[nH]c1=S	i	-10%	2.6%	29%	?	1%	2%	16	0%
O=C(c1ccco1)N1CCN(C(=O)c2cnn3c2NC(c2cccs2)CC3C(F)(F)F)CC1 (stereo not given)	i	-34%	0.2%	-15%	-26%	6%	10%[1.84 µM]	-15	-11%
O=C(OCc1ccc(Br)cc1F)c1cc2ccccc2oc1=O	i	-9%	20%	4%	7%	-27%	15%	11	5%
CCOC(=O)N1CCC(NC(=O)CSc2cc(=O)n(CC)c3ccccc23)CC1	i	-11%	3.7%	40%[activator]	-15%	-2%	1%[1.84 µM]	3	-3%
CCCCNC(=O)c1onc(CSc2cccc(C)c2)c1C(=O)O	i	-67%	-1.1%	102%[activator]	-14%	-9%	3%	-15	-26%
O=C(c1ccc(Cl)cc1Cl)N1CCN(c2ccc(N3CCOCC3)nn2)CC1	i	-3%	0.1%	-7%	?	13%	-5%	13	?
Cc1nnc(SCC(=O)Nc2ncc3c(n2)CC(c2ccccc2)CC3=O)s1 (stereo not given)	i	-6%	-0.2%	-16%	?	2%	4%	-6	-9%
O=C(c1cccc(Cl)c1)N1CCC2(CC1)NCCc1[nH]cnc12	i	0%	-0.7%	/	?	?	-11%	7	-11%
CC(=O)c1ccc(NC(=O)C(C)OC(=O)C2CC(=O)N(c3ccc4c(c3)OCCO4)C2)cc1 (stereo not given)	i	-15%	0.1%	4%	-4%	0%	0%	13	-11%
C=CCn1c2ccccc2c2nnc(SCc3[nH]c(=O)[nH]c3C(=O)CCCCC(=O)OCC)nc21	i	-9%	5.6%	-4%	10%	21%	1%	-81*	0%
CC(C)(C)c1ccc(OCCCC(=O)Nc2cccc(S(=O)(=O)N3CCOCC3)c2)cc1	/	-22%	0.0%	?	?	?	-15%	-12	0%
CCN(CC)CCn1c(=N)n(CC(O)c2ccc(OC)c(OC)c2)c2ccccc21 (stereo not given)	?	-13%	-0.8%	0%	6%	?	1%	-13	-6%

# Continued, overlapping the part above by three compounds.
Compound	ATXN viability	HepG2 tox	Nrf2 activator	ATXN2 expr inh	Nrf2 block	MCF10A rerep	A549 tox	IL-1B inflam inh	TGFb inhibitor
C=CCn1c2ccccc2c2nnc(SCc3[nH]c(=O)[nH]c3C(=O)CCCCC(=O)OCC)nc21	i	-9%	5.6%	-4%	10%	21%	1%	-81*	0%
CC(C)(C)c1ccc(OCCCC(=O)Nc2cccc(S(=O)(=O)N3CCOCC3)c2)cc1	/	-22%	0.0%	?	?	?	-15%	-12	0%
CCN(CC)CCn1c(=N)n(CC(O)c2ccc(OC)c(OC)c2)c2ccccc21 (stereo not given)	?	-13%	-0.8%	0%	6%	?	1%	-13	-6%
COc1cccc(C(=O)CSc2nnc(CNS(C)(=O)=O)n2-c2ccc(C)cc2)c1	i	1%	2.8%	5%	-5%	-2%	-7%	1	-1%
COC(=O)c1ccc(CNC(=O)COC(=O)CCC2CCCC2)cc1	i	2%	0.0%	1%	-10%	-5%	-1%	0	-20%
O=C(CSCc1ccc(Cl)cc1)N/N=C/c1ccccc1	i	-9%	1.4%	-1%	?	4%	-2%	16	-10%
COc1cc(NC(=O)C2CC(=O)N(Cc3ccco3)C2)c(OC)cc1Cl (stereo not given)	i	-3%	4.8%	-8%	13%	-2%	1%	13	-2%
CCSc1ccc(-c2nn(-c3ccccc3)cc2/C=C(/C#N)C(=O)NCCCOC)cc1	/	-8%	-0.4%	-7%	-15%	15µM*	3%	19	-28%
COc1ccc2c(c1)OC[C@H]1[C@H]2N2C(=O)CN(Cc3ccco3)C(=O)[C@@]2(C)[C@H]1c1ccccc1	i	1%	-0.2%	7%	7%	?	9%	-21	10%
COc1ccc(Cl)cc1CC=NNC(=O)c1ccncc1	i	-5%	6.9%	1%	2%	15%	-2%	37	?
NC(=O)c1c(NC(=O)c2ccccc2Cl)sc2c1CCC2	i	-18%	26%	/	29%	16%	-13%	-15	-7%
Nc1nonc1-n1nnc(C(=O)N/N=C/c2ccccn2)c1CNc1ccccc1	?	-21%	-0.2%	/	?	0%	18%	-11	-13%
CC(C)CCN(C(=O)C1=COCCO1)c1c(N)n(Cc2ccccc2)c(=O)[nH]c1=O	i	-38%	0.4%	0%	-4%	0%	-1%	1	1%
O=C(NCCCNC(=O)c1ccco1)c1ccco1	i	7%	-0.8%	-5%	-16%	-4%	4%	-1	1%
CCN1CCN(Cc2nc3c(c(=O)n(C)c(=O)n3C)n2CCc2ccccc2)CC1	i	0%	1.9%	1%	?	14%	10%	?	13%
